Screening data (PubChem BioAssay)
Lipid droplet – modulators of hepatic lipid droplet formation; AML12 mouse hepatocytes, oleate lipid droplets, BODIPY imaging; inhibition, % at 6.5 µM; hit rate 0.4% among 240,000; AID 1656;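 active means lipid droplet intensity inhibited by at least 50%, with more than 500 cells counted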
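Test system: AML12 mouse liver cells; schedule: overnight exposure; technique: high-content imaging of BODIPY-stained droplets and DAPI nuclei; read-out: % inhibition of corrected integrated BODIPY droplet signal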
T cell modulator – modulates CD8 T cell binding to vesicles. 2C CD8+ T cell-vesicle binding, flow cytometry; hits give low values. calls only at 7 µM. hit rate 0.068% among 330,000. AID 2052;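 active means response, share of CD8 T cells binding vesicles, and their 90th percentile fluorescence all below set limits, cut at about 80% in these data, passing the limit was not always enough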
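Read-out – percent CD8+ FL2 mean versus row control · System – murine 2C transgenic CD8+ T lymphocytes · Times – 1.5 h cell–vesicle binding at 37 °C, then 20 min icy labelling · Control set – naked vesicles low, QL9 vesicles with vehicle high · Detection – cytometric PE anti-B7-1 and Alexa647 anti-CD8 signals after 1% paraformaldehyde fixation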
PhoP inhibition – inhibitors of PhoP regulon expression, primary screen, Salmonella Typhimurium, GFP reporter (AID 1863). S. Typhimurium PhoP-regulated promoter GFP reporter, 4 h; higher % means a stronger effect. inhibition, % at 50 µM, or IC50 in µM where a hit was titrated. hit rate 0.16% among 300,000;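 active means inhibition over 29.93%, a cutoff 3 SD above the screen mean, later confirmed by dose response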;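 further: 0% = low Mg2+ inducing control and 100% = high Mg2+ repressing control; strong numbers were not always called active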
Lipid droplet cells 6.5 µM – recorded beside Lipid droplet, whose call it bears; cell count; measured here: cell count, cytotoxicity flag;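 cells counted across two imaged fields per well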
T cell modulator vesicle-bound % – second read-out of T cell modulator, no call of its own (marks repeat the call); double positive events, %; measured here: CD8+ vesicle-bound cell fraction;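 binding gate set so that unloaded-vesicle control wells show 10% double positive cells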
An asterisk follows results filed as active; i = inactive. A portion of the library; rates above refer to the full screens.

The opening 4 compounds, to show the layout:
SMILES	Lipid droplet	Lipid droplet cells 6.5 µM	T cell modulator	T cell modulator vesicle-bound %	PhoP inhibition
O=C(NCc1cccs1)c1ccc(CS(=O)Cc2cccc(Cl)c2)o1 (stereo not drawn)	-10	737	i	37	-3%
Cc1nnsc1C(=O)N1CCCC(Nc2ccc(F)c(F)c2)C1 (stereo not drawn)	14	711	i	58	-10%
CC(=O)c1cccc(S(=O)(=O)N2CCCC(c3nc4c(nnn4Cc4cccc(Cl)c4)c(=O)[nH]3)C2)c1 (stereo not drawn)	-20	737	i	26	3%
COc1ccc(C(=O)NC2CCCc3c2cnn3-c2ccccc2F)o1 (stereo not drawn)	8	712	i	4	1%

Main list, from the start:
SMILES	Lipid droplet	Lipid droplet cells 6.5 µM	T cell modulator	T cell modulator vesicle-bound %	PhoP inhibition
O=C(NCc1cccs1)c1ccc(CS(=O)Cc2cccc(Cl)c2)o1 (stereo not drawn)	-10	737	i	37	-3%
Cc1nnsc1C(=O)N1CCCC(Nc2ccc(F)c(F)c2)C1 (stereo not drawn)	14	711	i	58	-10%
CC(=O)c1cccc(S(=O)(=O)N2CCCC(c3nc4c(nnn4Cc4cccc(Cl)c4)c(=O)[nH]3)C2)c1 (stereo not drawn)	-20	737	i	26	3%
COc1ccc(C(=O)NC2CCCc3c2cnn3-c2ccccc2F)o1 (stereo not drawn)	8	712	i	4	1%
Cc1ccccc1NC(=O)CN1C(=O)COc2ccc(S(=O)(=O)N3CCCC3)cc21	-1	739	i	10	1%
O=C(NCCCCc1ccccc1)c1ccccc1F	-1	850	i	38	-4%
COC(=O)c1sccc1NC(=O)Nc1cccc(C)c1C	-9	579	i	29	-1%
O=C(CCCCC(=O)Nc1ccccc1)Nc1ccccc1	8	783	i	12	7%
CCOc1ncccc1C(=O)N(CC)CC(=O)NCc1ccc(F)cc1	-3	797	i	19	4%
COc1ccc(C2(C)NC(=O)N(CC(=O)NCc3ccccc3)C2=O)cc1OC (stereo not drawn)	-2	783	i	45	-1%
COc1ccccc1N(C(=O)c1snc(C(N)=O)c1N)C(C(=O)NC1CCCCC1)c1cccc(OC)c1OC (stereo not drawn)	-22	836	i	18	3%
COc1ccc(C(=O)NCCC(=O)NCc2cc(=O)n(C)c(=O)n2C)cc1	-2	723	i	15	4%
Cc1cccc(-c2nnc(SCC(=O)Nc3cc(C)on3)n2C)c1	1	815	i	26	-5%
COc1cccc2cc(C(=O)Nc3ccccc3C)/c(=N/NS(=O)(=O)c3ccccc3)oc12	0	712	i	10	-6%
O=C(Nc1ccc(OC(F)(F)F)cc1)C1CCCN(S(=O)(=O)c2cnc[nH]2)C1 (stereo not drawn)	10	716	i	25	-6%
COc1cc(CC(NC(C)=O)C(=O)NC2CCN(C(=O)c3ccc(C)cc3)CC2)cc(OC)c1 (stereo not drawn)	-7	758	i	20	2%
O=C(O)c1ccc2oc(=O)c(S(=O)(=O)c3ccccc3)cc2c1	4	404	i	48	0%
CCc1ccc(NC(=O)CN2C(=O)CC(C)S(=O)(=O)c3ccccc32)cc1 (stereo not drawn)	-3	697	i	19	-3%
O=[N+]([O-])c1ccc(O)c(/C=N/n2c(-c3ccccc3)n[nH]c2=S)c1	-11	774	i	53	1%
O=C(CSc1nnc(CNC(=O)c2ccc(F)cc2)o1)NCc1ccc2c(c1)OCO2	-13	790	i	9	-6%
COc1ccccc1C(=O)Nc1c2c(nn1-c1ccc(Cl)cc1)CS(=O)(=O)C2	-1	852	i	66	1%
CCOCCCNC(=O)CN1C(=O)COc2ccc(S(=O)(=O)N3CCC(C)CC3)cc21	-5	693	i	12	-6%
CCc1c(C)nc(N2CCN(c3cccc(OC)c3)CC2)[nH]c1=O	-3	891	i	62	2%
O=C(c1cc(-c2ccc(Cl)cc2)on1)N1CCCC1	24	814	i	44	4%
O=C(Cc1ccccc1)NCC(=O)Nc1ccccc1Br	7	774	i	23	7%
Carrying on:
SMILES	Lipid droplet	Lipid droplet cells 6.5 µM	T cell modulator	T cell modulator vesicle-bound %	PhoP inhibition
COc1ccc(/C=C2\SC(=S)N(CCCC(=O)NC3CCCC3)C2=O)cc1OC	-15	711	i	14	-27%
Cc1ccc(NC(=O)CN2C(=O)CCS(=O)(=O)c3ccccc32)cc1Cl	-3	729	i	20	-2%
CC(NC(=O)[C@H](C)NC(=O)[C@@H]1CSC2c3ccccc3C(=O)N21)c1ccccc1 (stereo partly drawn)	-20	760	i	30	2%
COc1ccc(OC)c(N2C(=O)CCCC2=O)c1	-1	850	i	61	3%
Cc1ccc(-c2cc(NC(=O)c3ccccc3)on2)cc1	0	409	i	44	22%
Cc1cccc(C)c1NC(=O)CS(=O)CC(=O)N1CCN(c2ccccc2)CC1 (stereo not drawn)	-9	793	i	21	-2%
CCOC(=O)c1ccc(NC(=O)NNS(=O)(=O)c2cc(OC)ccc2OC)cc1	-5	833	i	5	8%
COC(=O)c1cccc(NC(=O)c2cccc([N+](=O)[O-])c2)c1	-17	741	i	62	-6%
O=c1ccc(-c2ccc(S(=O)(=O)Nc3ccc(F)cc3)s2)n[nH]1	-3	722	i	51	-2%
CCCCOc1ccc(C(=O)N(Cc2ccco2)C2CCS(=O)(=O)C2)cc1 (stereo not drawn)	-22	728	i	46	3%
CCOC(=O)c1c(C)[nH]c(C)c1S(=O)(=O)NCCc1ccco1	0	736	i	45	-9%
CCOc1ccccc1OCCCNCc1ccccc1	3	790	i	59	2%
Cc1ccc(N(C(=O)c2csnn2)C(C(=O)NC2CCCC2)c2ccccn2)c(C)c1 (stereo not drawn)	-15	752	i	40	-10%
CC1=C(c2ccccc2)SC2=NCCN21	-1	795	i	40	4%
CC1(C)C2CCC1(CS(=O)(=O)N1CCN(c3ccccc3F)CC1)C(=O)C2 (stereo not drawn)	0	725	i	38	2%
CCCCNC(=O)C1CC(=O)N(CCc2ccc(C)cc2)C1 (stereo not drawn)	2	415	i	35	0%
Cc1cc(OCc2cc(C(=O)N(C)Cc3nonc3C)no2)cc(C)c1Cl	-9	707	i	58	3%
CCOc1ccc(N(C(C)C(=O)N2CCOCC2)S(C)(=O)=O)cc1 (stereo not drawn)	-1	840	i	46	-3%
Cc1ccc(NC(=O)CSc2nnc(-c3cc(C)[nH]n3)n2N)c(C)c1	-13	743	i	12	3%
Cc1ccc[n+](CC(=O)Nc2ccc([N+](=O)[O-])cc2)c1	-2	791	i	10	6%
COCCNC(=S)NNC(=O)c1cc(-c2cccnc2)nc2ccccc12	2	852	i	63	1%
CCn1nc(C)c(CN2CCC(C(=O)Nc3cccc(-c4cccc(Cl)c4)c3)CC2)c1C	-20	626	i	31	0%
COc1ccccc1C(CNc1ncnc2sc(C)c(C)c12)N(C)C (stereo not drawn)	-24	797	i	40	7%
Cc1ccc(C(=O)N/C(=C\c2cn(C)c3ccccc23)C(=O)NCCCN2CCOCC2)cc1	-13	663	i	28	-2%
CCOc1ccc(CCNC(=O)CCNC(=O)c2ccc(Br)cc2)cc1OCC	-2	697	i	66	-5%

Structures above that have a nitro group on carbon (3):
SMILES	Lipid droplet	Lipid droplet cells 6.5 µM	T cell modulator	T cell modulator vesicle-bound %	PhoP inhibition
O=[N+]([O-])c1ccc(O)c(/C=N/n2c(-c3ccccc3)n[nH]c2=S)c1	-11	774	i	53	1%
COC(=O)c1cccc(NC(=O)c2cccc([N+](=O)[O-])c2)c1	-17	741	i	62	-6%
Cc1ccc[n+](CC(=O)Nc2ccc([N+](=O)[O-])cc2)c1	-2	791	i	10	6%

(continued)
SMILES	Lipid droplet	Lipid droplet cells 6.5 µM	T cell modulator	T cell modulator vesicle-bound %	PhoP inhibition
C=C1C(=O)O[C@H]2[C@H]1[C@@H](O)CC(=C)[C@@H]1CC(=O)[C@@H](C)[C@H]21	11	714	i	32	8%
CSc1ccc(CNC(=O)C2Cc3cc(S(=O)(=O)N4CCCCC4)ccc3N2C(C)=O)cc1 (stereo not drawn)	2	723	i	60	-8%
O=C(NC1CCCC1)C(c1ccncc1)N(C(=O)c1csnn1)c1cccc(F)c1 (stereo not drawn)	-4	813	i	24	-4%
CCOc1ccc(CN2C(=O)c3ccccc3Sc3ccc(C(=O)NCCCN4CCOCC4)cc32)cc1	11	689	i	28	5%
CC(C)C[C@H](NC(=O)C1CCN(S(=O)(=O)c2ccccc2)CC1)C(=O)NCc1ccncc1	-3	731	i	15	-8%
COc1ccccc1CN1CCNC(=O)C1CC(=O)NCC1CCOCC1 (stereo not drawn)	5	638	i	64	2%
O=C(NCCN1CCOCC1)/C(=C/c1ccc(Cl)cc1)NC(=O)c1ccccc1	0	806	i	23	-3%
CCn1c(CC(=O)Nc2ccc(F)cc2)nnc1SCC(=O)Nc1nncs1	-21	755	i	48	4%
CN(C(=O)CSc1ncccn1)C1CCS(=O)(=O)C1 (stereo not drawn)	-3	677	i	16	-4%
Cc1ccc2c(c1)c1nnc(SCC(=O)NC3CC3)nc1n2C	-12	681	i	49	1%
COc1ccccc1P(=O)(c1ccccc1)c1ccc([N+](=O)[O-])cc1 (stereo not drawn)	-32	405	i	36	3%
CC(C)CCOc1ccc(C(=O)NCC(c2ccco2)N(C)C)cc1 (stereo not drawn)	54*	814*	i	21	0%
Cn1c(=O)oc2cc(S(=O)(=O)N3CCC(C(=O)N4CCN(c5ccc(F)cc5)CC4)CC3)ccc21	-42	674	i	41	-4%
CCC1(c2ccc(F)cc2)NC(=O)N(CC(=O)NCc2ccc(C)cc2)C1=O (stereo not drawn)	0	838	i	4	-1%
CSc1ccccc1OCc1cc(C(=O)N2CCC[C@H]2C(N)=O)no1	-2	715	i	17	-4%
COc1ccc(CNC(=O)c2ccc(Cn3cc(Cl)cn3)o2)cc1	-5	785	i	23	-1%
NC(=O)c1cc(S(=O)(=O)N2CCN(c3cccc(Cl)c3)CC2)cs1	3	681	i	36	2%
COc1ccc(N2C(=O)N3[C@H](c4ccc(Cl)cc4)[C@@H]4C(=O)N(C5CCCCC5)C(=O)[C@@H]4[C@]3(C)C2=O)cc1	-2	829	i	14	3%
COc1cc(CN2CCNC(=O)C2CC(=O)N(C)CCCN2CCOCC2)cc(OC)c1 (stereo not drawn)	1	852	i	10	-4%
COc1ccc(S(=O)(=O)N2CCCOC2CNC(=O)C(=O)NCCc2ccco2)cc1C (stereo not drawn)	-28	641	i	9	-7%
COc1ccccc1NC(=O)C1CCCN(C(=O)NCc2ccccc2)C1 (stereo not drawn)	3	804	i	46	-7%
CC(=O)N/N=C\c1ccccc1OC/C=C/c1ccccc1	5	891	i	61	5%
Cc1ccc(Cl)cc1NC(=O)NCc1cccnc1	-4	848	i	66	4%
CCCNC(=O)c1ccccc1SCc1c(C)noc1C	-2	693	i	67	3%
CCOC(=O)N1CCN(C(=O)c2cn(CC)c3ccc(S(=O)(=O)N4CCOCC4)cc3c2=O)CC1	-12	734	i	24	0%
Additional entries follow:
SMILES	Lipid droplet	Lipid droplet cells 6.5 µM	T cell modulator	T cell modulator vesicle-bound %	PhoP inhibition
COc1ccccc1Oc1ccc(N2CC(C(=O)OCC(=O)c3ccccc3)CC2=O)cc1 (stereo not drawn)	-9	652	i	25	-5%
Cc1nc2ccccc2c2oc(C(=O)N3CCN(c4ccc([N+](=O)[O-])cc4)CC3)cc12	-28	690	i	8	-5%
CCc1ccc(C(=O)Nc2nc3ccccc3[nH]2)cc1	-3	795	i	33	11%
CCCNc1nc(Nc2ccc(C)c(Cl)c2)c2cnn(C)c2n1	-18	776	i	10	-1%
COc1cc(Cl)c(CN2CCCC(CO)(Cc3cccc(Cl)c3)C2)cc1OC (stereo not drawn)	-20	799	i	60	-4%
NS(=O)(=O)c1ccc(CNC(=O)CCCSc2ccccc2)cc1	2	801	i	27	0%
COC(=O)c1ccc(C2c3[nH]c4ccccc4c3C[C@H]3C(=O)N(C)CC(=O)N23)cc1 (stereo partly drawn)	-18	790	i	54	2%
Cc1ccc(S(=O)(=O)N(C)CC(=O)NCCc2c[nH]c3ccccc23)cc1	-16	812	i	32	-5%
COc1ccc(S(=O)(=O)N(C)CC(=O)NCCN2CCOCC2)cc1C	-2	816	i	28	0%
CCn1c(CC(=O)Nc2ccc(F)cc2)nnc1SCC(=O)Nc1nnc(C)s1	-1	859	i	15	12%
Cc1cccc(C(=O)NCC(=O)NC2CCN(Cc3ccccc3)CC2)c1	10	678	i	27	-8%
Cc1oc(-c2ccccc2Cl)nc1CS(=O)CC(=O)NCc1ccc2c(c1)OCO2 (stereo not drawn)	-13	682	i	22	-7%

Single records (already shown).
Results for CCc1ccc(C(=O)Nc2nc3ccccc3[nH]2)cc1 → Lipid droplet: -3; Lipid droplet cells 6.5 µM: 795; T cell modulator: i; T cell modulator vesicle-bound %: 33; PhoP inhibition: 11%
Results for NS(=O)(=O)c1ccc(CNC(=O)CCCSc2ccccc2)cc1 → Lipid droplet: 2; Lipid droplet cells 6.5 µM: 801; T cell modulator: i; T cell modulator vesicle-bound %: 27; PhoP inhibition: 0%
Results for COC(=O)c1ccc(C2c3[nH]c4ccccc4c3C[C@H]3C(=O)N(C)CC(=O)N23)cc1 (stereo partly drawn) → Lipid droplet: -18; Lipid droplet cells 6.5 µM: 790; T cell modulator: i; T cell modulator vesicle-bound %: 54; PhoP inhibition: 2%
